Screens: PubChem BioAssay, National Center for Advancing Translational Sciences (NCATS)
FUS yeast rescue – qHTS for Suppressors of FUS Proteinopathy: Primary screen using FUS-linked yeast assay. Potency, µM (doses to about 76.6 µM), inactives show top-dose growth rescue (activation), most hits filed as activators. 0.24% of 390,000 active. S. cerevisiae FUS-expressing, growth rescue, OD600, 24 h;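 also: potency is read from the fitted curve at half-maximal effect; plate controls were DMSO vehicle for no effect and reference control for full effect; nearly all actives have a fitted effect of over 55% in size; some results filed as inactive show a strong effect at the top dose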
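Galactose (2%) drives FUS expression in yeast precultured in raffinose; seeding density OD 0.005. Test compounds incubated 24hr at 30C and 99% humidity before absorbance at 600 nm was measured.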
D3 ag – qHTS of D3 Dopamine Receptor Agonist: qHTS; D(3) dopamine receptor (Homo sapiens), P35462; D3R DiscoveRx beta-arrestin cells, luminescence, 90 min; max activation, %; 0.58% of 410,000 active; in the data active = max activation above about 30%; also: 0% is about no effect; mostly tested at two doses, the higher about 12 µM
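Cells at 1500/well, incubated overnight, then treated with pinned compounds (dopamine as control) for 90 min at 37 degrees C. DiscoveRx reagent added for 30 - 60 minutes at room temperature; luminescence read.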
TDP-43 yeast inh – qHTS of TDP-43 Inhibitors; TDP-43 expressing yeast growth rescue, BacTiter-Glo, 24 h; Potency, µM (top dose mostly 46.1 µM), inactives show at the highest dose growth rescue (activation), most hits filed as activators; 1.8% of 410,000 active; AID 652104, 2013; also: potency is read from the fitted curve at half-maximal effect; % of control where 0% means no effect; nearly all actives have a fitted effect of over 50% in size
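Growth rescue of TDP-43-toxic yeast measured as ATP luminescence (BacTiter-Glo). Cells grown to mid-log in raffinose, induced in galactose at OD600=0.02, exposed to compound 24 hr at 30 deg C.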
aSyn rescue – qHTS of alpha-syn Inhibitors. Yeast expressing alpha-synuclein, growth rescue, BacTiter-Glo, 24 h. Potency, µM (highest dose often 46.1 µM), inactives show at the top dose growth rescue (activation), usual class: activators. 0.14% of 370,000 active; also: potency is read from the fitted curve at half-maximal effect; % of control where 0% means no effect; nearly all actives have a fitted effect of over 65% in size
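Rescue of yeast growth: cells expressing toxic alpha-synuclein, induced in galactose at OD600 0.02, incubated with compound 24 h at 30 C. ATP luminescence quantified growth; inhibitors of toxicity appear as activators.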
DRD3 antagonist – qHTS of D3 Dopamine Receptor Antagonist: qHTS; AID 652054, 2013; max response, negative = inhibition, %; D(3) dopamine receptor (Homo sapiens), P35462; D3R cells, DiscoveRx beta-arrestin luminescence, antagonist mode; active compounds read low; 2.5% of 360,000 active; in the data active = max response below about -50%; inconclusive = no clear call, values can overlap the other calls; also: % is scaled to controls: 0 for no effect and ±100 for the full control effect; mostly tested at two doses, the higher about 12 µM
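Cells plated overnight at 1500 cells/well, then exposed to library compounds with dopamine controls for 90 minutes at 37 degrees C. DiscoveRx reagent added for 30–60 minutes at room temperature; luminescence read, quantitative HTS format.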
Abeta rescue – qHTS for compounds that reverse cellular toxicity of Amyloid beta (A-beta) peptide in yeast: Primary Screen; yeast expressing A-beta42, growth rescue, OD600, 48 h; response scale: 0% DMSO, 100% iron-clioquinol control; Potency, µM (highest dose often 46.1 µM), inactives show at the highest dose growth rescue, hits mostly activators; 0.063% of 410,000 active; also: potency is read from the fitted curve at half-maximal effect; nearly all actives have a fitted effect of over 55% in size
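Growth rescue measured by 600 nm absorbance after 48 h yeast culture at 30 C with compound. Values normalized between DMSO and an equimolar ferric chloride plus clioquinol control.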
EPAC2 agonist – qHTS for Agonist of cAMP-regulated guanine nucleotide exchange factor 4 (EPAC2): primary screen. Rap guanine nucleotide exchange factor 4 (Homo sapiens), Q8WZA2. EPAC2 activation, biochemical qHTS; response scale: 100% = 6.5 mM cAMP response. 0.079% of 360,000 active. AID 720711, 2013. Potency, µM (series often up to 154 µM), for the others: at the top dose activation, most hits filed as activators; also: potency is read from the fitted curve at half-maximal effect; nearly all actives have a fitted effect of over 50% in size
Target sequence (Q8WZA2 whole entry, looked up): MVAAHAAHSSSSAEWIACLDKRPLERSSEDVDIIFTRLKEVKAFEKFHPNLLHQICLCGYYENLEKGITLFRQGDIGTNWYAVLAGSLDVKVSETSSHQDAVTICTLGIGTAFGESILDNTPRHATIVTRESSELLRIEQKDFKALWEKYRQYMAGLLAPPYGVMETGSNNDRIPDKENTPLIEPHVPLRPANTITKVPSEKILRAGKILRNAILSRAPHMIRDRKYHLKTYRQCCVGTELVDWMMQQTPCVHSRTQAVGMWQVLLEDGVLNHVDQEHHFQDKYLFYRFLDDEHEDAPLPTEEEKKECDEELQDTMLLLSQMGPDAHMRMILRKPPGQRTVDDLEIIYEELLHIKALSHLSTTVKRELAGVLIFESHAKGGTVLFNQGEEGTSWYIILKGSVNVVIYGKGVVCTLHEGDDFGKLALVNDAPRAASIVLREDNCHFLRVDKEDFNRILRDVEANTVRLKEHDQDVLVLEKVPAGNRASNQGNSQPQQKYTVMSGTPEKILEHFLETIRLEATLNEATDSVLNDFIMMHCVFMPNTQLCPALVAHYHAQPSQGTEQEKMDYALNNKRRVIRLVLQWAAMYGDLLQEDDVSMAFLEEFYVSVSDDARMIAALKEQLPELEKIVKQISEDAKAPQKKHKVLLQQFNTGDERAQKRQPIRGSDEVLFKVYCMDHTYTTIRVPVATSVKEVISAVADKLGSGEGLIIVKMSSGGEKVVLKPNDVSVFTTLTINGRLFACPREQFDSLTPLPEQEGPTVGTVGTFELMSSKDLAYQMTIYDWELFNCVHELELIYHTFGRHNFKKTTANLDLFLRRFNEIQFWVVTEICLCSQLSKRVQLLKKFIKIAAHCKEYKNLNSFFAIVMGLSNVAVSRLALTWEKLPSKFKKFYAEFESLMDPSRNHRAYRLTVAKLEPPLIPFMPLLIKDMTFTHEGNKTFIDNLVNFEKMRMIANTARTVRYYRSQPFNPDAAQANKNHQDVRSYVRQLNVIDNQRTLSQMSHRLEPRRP
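Each well held 100 nM EPAC2, 250 nM RAP1B-BODIPY-GDP and 50 uM GDP. Fluorescence, read at 5-min intervals to 30 min, was referenced to a 6.5 mM cAMP positive control.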
EPAC2 antag – qHTS for Antagonist of cAMP-regulated guanine nucleotide exchange factor 2 (EPAC2): primary screen. 0.18% of 360,000 active. EPAC2 GEF exchange of Rap1B-BODIPY-GDP, fluorescence. Potency, µM (highest dose often 114 µM), without a hit: at the top dose activity, negative = inhibition, usual class: inhibitors. Rap guanine nucleotide exchange factor 4 (Homo sapiens), Q8WZA2. AID 720708, 2013; also: potency is read from the fitted curve at half-maximal effect; % is scaled to controls: 0 for no effect and ±100 for the full control effect; nearly all actives have a fitted effect of over 45% in size; many of its hits are not listed in these tables
* = called active by the depositor; ? = inconclusive; . = no result given; & = joins results of further samples; [ ] = another dose, or the depositor's remark. Unless noted, calls follow the shape of the dose curve; as a rule, active = well fitted curve in the direction sought with a large enough effect; inconclusive = small, poorly fitted or top-dose-only effect, or another doubt; inactive = no such curve, though single readings can be large; an effect the other way counts as inactive or inconclusive.

SMILES	FUS yeast rescue	D3 ag	TDP-43 yeast inh	aSyn rescue	DRD3 antagonist	Abeta rescue	EPAC2 agonist	EPAC2 antag
CCOC(=O)N1C(=O)[C@](c2ccc(Cl)cc2)(C(C)C)N1C(=O)OCC	28.4%	-40.0	15.8µM*	-16.5%	-11.5	-55.6%[inhibitor]	18.4%	-1.8%
O=C(NCCCCc1ccccc1)c1cc([N+](=O)[O-])cc([N+](=O)[O-])c1	19.1%	-8.8	.	-28.1%	?	?	1.7%	-1.4%
CC(C)NC(=O)c1ccc(Sc2ccccc2)c([N+](=O)[O-])c1	-5.0%	-1.7	-0.4%	-2.5%	7.5	-1.1%	-9.7%	-9.0%
Cc1cccc(C)c1NC(=O)C1CCCN(CCCc2ccccc2)C1 (stereo not given)	-0.5%	-3.9	1.0%	-9.1%	-10.6	-22.2%	7.6%	11.8%
Oc1ccccc1CNc1ncc(Br)cc1Br	-11.3%	-0.8	12.3%	-4.8%	-1.6	-6.3%	32.5%	-25.8%
CC1(C)CC(=O)C=C(c2ccc3[nH]ccc3c2)C1	-4.3%	-13.6	19.5%	-4.4%	0.0	-36.1%[inhibitor]	3.3%	1.4%
CCOc1ccc(CCNC(=O)C2CCC(=O)N2CCc2ccccc2)cc1OCC (stereo not given)	-2.3%	2.2	-12.0%	-0.2%	16.8	-1.1%	18.2%	1.3%
CC(=O)Nc1ccc(S(=O)(=O)N2CCCC2C(=O)O)cc1 (stereo not given)	-18.4%	1.8	-22.9%	-2.6%	?	-2.0%	7.2%	14.9%
Cc1nc(-c2cccc(NS(=O)(=O)c3ccc4ccccc4c3)c2)cs1	7.5%	-0.9	-3.3%	.	-13.3	16.0%	12.2%	-3.8%
COC(=O)COc1cc(C)cc2oc(=O)c(CC(=O)OC)c(C)c12	-1.1%	5.3	9.0%	2.1%	-3.7	-6.4%	-5.2%	8.1%
C#CCOC(=O)Nc1cccn(Cc2c(Cl)cccc2Cl)c1=O	17.5%	2.0	11.2µM*	-7.6%	15.1	-10.9%	14.1%	-4.8%
CS(=O)(=O)c1ccc(Cl)c(NC(=O)COc2ccc3c(c2)CCC3)c1	7.0%	-17.4	9.4%	-3.1%	-15.1	-2.6%	4.4%	-4.8%
CC(C)(C)NC(=O)COC(=O)CCC(=O)c1ccc(Cl)cc1	24.6%	0.6	11.8%[9.22 µM]	5.4%	8.3	-4.7%	13.7%	-2.0%
CCOC(=O)/C=C/C(=O)Nc1ccc(S(=O)(=O)Nc2cc(C)on2)cc1	2.1%	7.5	-3.8%	-1.9%	15.8	11.0%	6.0%	?
Cc1ccc(NC(=O)OCCNC(=O)c2ccncc2)cc1	21.1%	-4.3	-24.7%	-5.9%	6.4	-7.0%	4.0%	20.4%
CCn1c(SCC(=O)Nc2cccc(NC(C)=O)c2)nc2c([nH]c3ccccc32)c1=O	.	21.0	19.3%	-3.0%	6.6	2.1%	0.7%	-1.8%
CC12CC3CC(C)(C1)CC(C(=O)N1CCN(C(=O)C4CCCO4)CC1)(C3)C2 (stereo not given)	.	8.5	4.7%	1.6%	2.5	-13.6%	-3.6%	3.4%
O=C(CCc1nnc2ccc(N3CCC4(CC3)OCCO4)nn12)NCc1ccc(F)cc1	-12.2%	3.4	7.2%	-6.7%	10.1	-11.3%	5.6%	3.2%
COCCCNC(=O)Cn1ncc2c(=O)oc3ccccc3c21	-11.9%	2.6	-6.3%	1.6%	-11.1	4.2%	6.0%	7.3%
CCCC[C@@]1(C2CCCC2)Cc2cc(OCC(=O)O)c(Cl)c(Cl)c2C1=O	-34.3%	-9.3	13.2%	-48.5%&-41.0%[inhibitor]	5.3	-28.7%	-2.8%	44.7µM*
O=[N+]([O-])c1cc(CN2CCCC2)c2cccnc2c1O	.	1.0	?	-18.3%	14.7	-4.5%	4.9%	9.0%
C#CCn1cnc2c(cnn2-c2ccc(C)c(C)c2)c1=O	-8.9%	5.6	3.2%	10.3%	15.7	-3.2%	24.8%	7.8%[57.1 µM]
Cc1cccc(/C=N/NC(=O)c2ccc(NC(=O)c3cccc(Cl)c3)cc2)n1	16.6%	5.4	14.9%	-0.4%	3.8	8.5%	4.5%	2.6%
COc1ccc(-c2csc(NC(=O)C3CC(=O)N(c4ccc5c(c4)OCCO5)C3)n2)cc1 (stereo not given)	.	3.5	15.0%	14.0%	42.0	-12.5%	1.8%	10.5%
Cc1cccc(NC(=O)CCc2ccc(N3C(N)=NC(N)=NC3(C)C)cc2)c1	-0.8%	-7.3	2.4%	0.4%	30.7	-1.1%	0.5%	0.5%
Cc1noc(C)c1C(=O)N(CC(=O)Nc1ccc(Cl)c(C(F)(F)F)c1)Cc1ccco1	-0.2%	-13.6	5.6%	5.7%[1.84 µM]	2.0	7.7%	-8.3%	-19.6%
N#C/C(=C\c1ccc(OC(=O)c2ccc(Cl)s2)cc1)c1nc2ccccc2[nH]1	.	-4.0	21.6%	-7.9%	-17.2	4.9%	-2.3%	-3.0%
CCOC(=O)C1CCCN(CCC(=O)Nc2ccc(C)cc2)C1 (stereo not given)	-5.9%	-6.6	7.4%	-1.5%	-70.7*	8.3%	3.6%	-1.2%
CC(C)Oc1ccc(CNC(=S)N/N=C/c2ccc([N+](=O)[O-])cc2)cc1	.	-2.1	11.0%	2.3%	?	1.6%	-8.0%	3.6%
COC(=O)c1ccc(C2C(C#N)=C(N)Oc3cc(O)ccc32)cc1 (stereo not given)	18.2%	-1.0	11.5%	-0.9%	3.6	3.6%	4.7%	-25.3%

Look-ups from the results shown:
`CC(C)Oc1ccc(CNC(=S)N/N=C/c2ccc([N+](=O)[O-])cc2)cc1` in TDP-43 yeast inh has 11.0%
`C#CCn1cnc2c(cnn2-c2ccc(C)c(C)c2)c1=O` in EPAC2 antag has 7.8%[57.1 µM]
`O=C(CCc1nnc2ccc(N3CCC4(CC3)OCCO4)nn12)NCc1ccc(F)cc1` in Abeta rescue has -11.3%
`CCn1c(SCC(=O)Nc2cccc(NC(C)=O)c2)nc2c([nH]c3ccccc32)c1=O` in EPAC2 antag has -1.8%
`COCCCNC(=O)Cn1ncc2c(=O)oc3ccccc3c21` in D3 ag has 2.6

(further entries)
SMILES	FUS yeast rescue	D3 ag	TDP-43 yeast inh	aSyn rescue	DRD3 antagonist	Abeta rescue	EPAC2 agonist	EPAC2 antag
CCC(=O)N1N=C(c2ccc(NS(=O)(=O)c3ccc(C)cc3)cc2)CC1c1ccco1 (stereo not given)	2.2%	-1.1	8.3%	1.8%	-4.0	-2.7%	1.7%	-6.1%
CC(NC(=O)Cc1ccc(NC(=O)N2CCCCc3ccccc32)cc1)c1ccccc1 (stereo not given)	32.7%	-0.1	0.0%	.	.	-0.4%	.	.
COC(=O)c1cc(OC)c(OC)cc1NC(=O)CN1CCOCC1	7.2%	11.1	-18.5%	0.2%	-12.4	-20.8%	8.3%	13.6%
COc1ccc(CCNC(=O)c2ccc(CSc3ccccc3)o2)cc1	14.2%	0.8	?	-15.9%	-0.3	-0.9%	11.4%	-9.5%
CC1CCCCN1S(=O)(=O)c1ccc(S(=O)(=O)N2CCN(C)CC2)cc1 (stereo not given)	-2.8%	3.6	18.9%	-7.0%	-2.7	-10.1%	16.2%	8.7%
CCc1nn(CC(=O)NCCC(C)C)c(=O)c2cc3occc3n12	2.3%	-19.9	-10.9%	.	.	-18.9%	.	.
COc1ccccc1CNC(=O)C1CCC(CNS(=O)(=O)c2ccccc2)CC1 (stereo not given)	13.1%	3.4	2.1%	4.4%	18.5	3.0%	8.8%	-0.6%
CC1=NN(c2ccccc2)C(=O)/C1=C\N(O)c1ccccc1	16.6%	-4.0	25.8%	-6.0%	10.1	-19.9%	-1.7%	-1.7%
COc1ccc(N(C(=O)c2cccnc2)S(=O)(=O)c2cc(OC)ccc2OC)cc1	.	-3.4	0.0%	13.3%	18.8	6.8%	6.3%	8.2%
CCCCc1ccc(NC(=S)NCCCN2CCOCC2)cc1	2.6%	-12.8	-0.3%	-4.6%	?	-0.5%	2.8%	0.6%
CCn1ccnc1CN(C)Cc1cn(C)nc1-c1ccccc1F	1.9%	-0.4	-10.2%	4.0%	4.3	0.1%	8.6%	-9.3%
Cc1cc(NCc2ccccc2)c2ccccc2n1	11.1%	-7.2	11.3%	-1.9%	4.2	5.7%	-5.8%	-5.1%
CCC(C)N(CC(=O)Nc1cccc(C)c1C)C(=O)CCl (stereo not given)	13.1%	2.9	-4.4%	-0.1%	-6.7	-6.8%	-2.4%	-13.9%
COc1ccc(CC(=O)NC(C)(C)CC(C)=O)cc1OC	-16.7%	-10.3	2.1%	1.0%	-11.3	7.7%	4.1%	1.4%
Cc1ccc(NC(=O)Cn2c(SCc3ccc(F)cc3)nc3cccnc32)cc1F	6.9%	7.4	11.2%	.	.	-5.4%	.	.
COc1ccccc1-n1cc(CN2CCCC(CO)(Cc3cccc(Cl)c3)C2)cn1 (stereo not given)	-4.8%	-21.3	9.5%	8.8%	?	16.1%	-2.3%	0.2%
Cc1nc(N2CCN(Cc3ccccc3)CC2)[nH]c(=O)c1C	3.6%	-1.0	-12.1%	-3.8%	5.0	11.7%	8.2%	8.7%
COc1ccc(OC)c(NC(=O)CC(NC(C)=O)c2ccccc2)c1 (stereo not given)	-7.1%	-9.4	21.2%	-6.2%	-3.0	2.8%	6.5%	16.5%

Of the compounds above, these have a COOH group:
SMILES	FUS yeast rescue	D3 ag	TDP-43 yeast inh	aSyn rescue	DRD3 antagonist	Abeta rescue	EPAC2 agonist	EPAC2 antag
CC(=O)Nc1ccc(S(=O)(=O)N2CCCC2C(=O)O)cc1 (stereo not given)	-18.4%	1.8	-22.9%	-2.6%	?	-2.0%	7.2%	14.9%
CCCC[C@@]1(C2CCCC2)Cc2cc(OCC(=O)O)c(Cl)c(Cl)c2C1=O	-34.3%	-9.3	13.2%	-48.5%&-41.0%[inhibitor]	5.3	-28.7%	-2.8%	44.7µM*

These rows are one share of the data; the hit share may differ from the screen's.
